Source: PubChem BioAssay
TexasRed fluor – alters Texas Red total fluorescence, flagging assay interference; hit rate 0.29% among 280,000; TRb/SRC2 Texas Red total fluorescence interference; Potency, µM (series often up to 106 µM), inactives show at the top dose fluorescence change, negative = quenching; active = well fitted curve in either direction with a large enough effect; inconclusive = small, poorly fitted or top-dose-only effect; also: potency is read from the fitted curve at half-maximal effect; % is scaled to controls: 0 for no effect and ±100 for the full control effect
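Human TRb ligand-binding domain at 0.6 uM with 20 nM Texas Red SRC2 peptide in Tris buffer containing 1 uM T3 and 5% DMSO, incubated with compound 5 h at ambient temperature. Total fluorescence (555/632 nm) calculated as parallel + 2 × perpendicular.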
Epigenetic derep – derepresses silenced GFP reporter in murine cells; murine LDR cells, GFP reporter derepression, 30 h; AID 1865; Potency, µM (top dose mostly 53.9 µM), for the others: at the highest dose GFP activation, usual class: activators; hit rate 0.2% among 280,000; also: potency is read from the fitted curve at half-maximal effect; % of control where 0% means no effect; nearly all actives have a fitted effect of over 60% in size
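Derepression of a silenced CMV-GFP reporter in murine LDR cells is scored by enumerating GFP-positive cells with a laser-scanning microplate cytometer after 30 hours of treatment at 37 C.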
Tau fluor cs – counter-screen for tau fibril formation inhibitors; hit rate 0.93% among 280,000; tau K18 P301L Alexa594 fluorescence, heparin fibrillization; AID 1463; Potency, µM (series often up to 57.7 µM), for inactives: top-dose activity change, negative = decrease; also: potency is read from the fitted curve at half-maximal effect; % is scaled to controls: 0 for no effect and ±100 for the full control effect; nearly all actives have a fitted effect of over 55% in size
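Human tau K18 P301L (15 uM unlabeled, 0.24 uM Alexa 594-labeled) in 100 mM sodium acetate pH 7 with 20 uM heparin, 6 hr at 37 C. ThT 30 uM added, 1 hr ambient; Alexa 594 FP and total fluorescence read at 555/632 nm.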
CBFb-RUNX1 inh – inhibitors of human CBF-beta and RUNX1 interaction | AlphaScreen CBFb-His/RUNX1-biotin binding, biochemical | Potency, µM (series often up to 59.8 µM), for inactives: top-dose activity, negative = inhibition, usual class: inhibitors | 230,000 tested, under 10 active | Q01196+Q13951; also: % of control where 0% means no effect
Target sequence (Q01196 whole entry, looked up): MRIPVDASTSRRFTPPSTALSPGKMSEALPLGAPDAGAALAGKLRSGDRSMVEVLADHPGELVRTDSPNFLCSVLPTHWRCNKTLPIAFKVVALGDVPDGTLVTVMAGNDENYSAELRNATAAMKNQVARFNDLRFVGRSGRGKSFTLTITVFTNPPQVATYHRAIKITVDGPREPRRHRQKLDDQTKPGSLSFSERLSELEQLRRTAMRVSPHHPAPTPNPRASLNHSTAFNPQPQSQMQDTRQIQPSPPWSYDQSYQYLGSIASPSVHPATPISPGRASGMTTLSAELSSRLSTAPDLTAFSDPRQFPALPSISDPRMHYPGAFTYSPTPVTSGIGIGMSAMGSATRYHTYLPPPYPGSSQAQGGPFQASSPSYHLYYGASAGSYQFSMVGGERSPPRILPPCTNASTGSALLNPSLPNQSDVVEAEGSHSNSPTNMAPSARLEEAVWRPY
Target sequence (Q13951 whole entry, looked up): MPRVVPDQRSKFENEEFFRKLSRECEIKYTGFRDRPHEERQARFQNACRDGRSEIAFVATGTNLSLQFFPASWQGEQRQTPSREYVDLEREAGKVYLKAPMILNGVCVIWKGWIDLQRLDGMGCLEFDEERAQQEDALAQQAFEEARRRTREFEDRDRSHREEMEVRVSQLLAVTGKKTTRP
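AlphaScreen proximity signal reports loss of binding between His-tagged CBF-beta and biotin-labelled RUNX1, each at 30 nM. Proteins are pre-associated for 20 minutes, compounds added for 15 minutes, then beads for 90 minutes, all at ambient temperature.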
NPSR antagonist – neuropeptide S receptor (human) antagonism, cAMP. CHO-NPSR cells, cAMP TR-FRET, antagonist mode. Potency, µM (top dose mostly 38.3 µM), inactives show at the highest dose activity change, negative = inhibition, most hits filed as inhibitors. hit rate 1% among 220,000; also: potency is read from the fitted curve at half-maximal effect; % is scaled to controls: 0 for no effect and ±100 for the full control effect; nearly all actives have a fitted effect of over 50% in size; many of its hits are not listed in these tables
Target sequence (Q6W5P4 whole entry, looked up): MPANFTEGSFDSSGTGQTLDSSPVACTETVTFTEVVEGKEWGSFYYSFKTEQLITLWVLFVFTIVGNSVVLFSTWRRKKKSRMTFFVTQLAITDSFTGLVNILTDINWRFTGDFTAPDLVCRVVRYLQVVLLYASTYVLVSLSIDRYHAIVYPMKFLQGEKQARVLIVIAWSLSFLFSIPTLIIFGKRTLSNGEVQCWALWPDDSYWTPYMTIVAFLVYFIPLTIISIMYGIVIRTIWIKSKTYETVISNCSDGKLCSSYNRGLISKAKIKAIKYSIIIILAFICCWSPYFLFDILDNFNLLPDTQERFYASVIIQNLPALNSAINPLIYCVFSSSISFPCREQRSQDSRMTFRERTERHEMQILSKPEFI
Tau fibril FP – inhibitors of human tau fibril formation; K18 P301L tau heparin fibrillization, Alexa594 FP, 6 h; AID 1468; hit rate 0.39% among 280,000; P10636; Potency, µM (titrated, usually from 57.7 µM), for the others: at the highest dose activity, negative = inhibition, most hits filed as inhibitors; also: potency is read from the fitted curve at half-maximal effect; % is scaled to controls: 0 for no effect and ±100 for the full control effect; nearly all actives have a fitted effect of over 55% in size
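Quantitative HTS format: compounds meet 15 uM recombinant K18 P301L tau and Alexa 594-tau tracer in 100 mM sodium acetate pH 7; 20 uM heparin triggers fibrillization at 37 C over 6 hr; FP gives the signal.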
TRb-SRC2 inh – disrupts binding of human TR beta to SRC2; P10828; TRbeta-SRC2 peptide binding, fluorescence polarization; receptor liganded with 1 µM T3; Potency, µM (highest dose often 106 µM), inactives show at the top dose activity change, negative = inhibition, most hits filed as inhibitors; hit rate 0.065% among 280,000; AID 1469;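 also: potency is read from the fitted curve at half-maximal effect; plate controls were bound peptide for no effect and peptide without receptor for full effect; nearly all actives have a fitted effect of over 50% in size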
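Fluorescence polarization of 20 nM Texas Red SRC2 peptide (20-aa NR interaction domain) bound to 0.6 uM human TRb ligand-binding domain, with 1 uM T3, after 5 hr at ambient temperature; inhibition seen as decreased polarization.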
GLA spleen mod – alpha-galactosidase A (human) modulation; P06280; Potency, µM (highest dose often 80 µM), for the others: at the top dose activity change, negative = inhibition, actives largely listed as inhibitors; human spleen homogenate, 4MU-alpha-Gal fluorescence, 40 min; AID 2107; hit rate 0.008% among 240,000;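 also: potency is read from the fitted curve at half-maximal effect; 0% = enzyme with vehicle and -100% = no enzyme basal signal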
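Human spleen homogenate (1 ug) as enzyme source, 4-methylumbelliferyl-alpha-D-galactopyranoside 1 mM final, citrate/phosphate pH 5.0 with 0.01% Tween-20. Compounds 40 min at 37C, NaOH/glycine stop; fluorescence Ex 365/Em 440, Hill-fit AC50.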
An asterisk follows results filed as active; [ ] = remark or other dose. Unless noted, calls follow the shape of the dose curve; as a rule, active = well fitted curve in the direction sought with a large enough effect; inconclusive = small, poorly fitted or top-dose-only effect, or another doubt; inactive = no such curve, though single readings can be large; an effect the other way counts as inactive or inconclusive. Not all compounds are listed; the hit share may differ from the screen's.

What do the screens show for `Cc1ccc(Nc2nc(C)nc(N)c2S(=O)(=O)c2ccccc2)cc1`?
TexasRed fluor: -10%; Epigenetic derep: -1.1%; Tau fluor cs: -5%; Tau fibril FP: -10%; TRb-SRC2 inh: 2%

How did S=C(NCc1ccc(Cl)c(Cl)c1)Nc1ccc2c(c1)OCO2 do in these assays?
TexasRed fluor: -1%; Epigenetic derep: -1.0%; Tau fluor cs: 16µM*[quencher]; CBFb-RUNX1 inh: -11%; NPSR antagonist: -15%; Tau fibril FP: inconclusive; TRb-SRC2 inh: -12%; GLA spleen mod: -11%

Results for CCCN1Cc2cccc(C(=O)NCc3ccccc3)c2C1=O ?
TexasRed fluor: 1%; Epigenetic derep: -1.1%; Tau fluor cs: -11%; CBFb-RUNX1 inh: 1%; NPSR antagonist: -11%[46.1 µM]; Tau fibril FP: 0%; TRb-SRC2 inh: -1%; GLA spleen mod: 0%

What do the screens show for `Cc1nccc(-c2sc(-c3cccs3)nc2C)n1`?
TexasRed fluor: -5%; Epigenetic derep: 0.0%; Tau fluor cs: 4%; CBFb-RUNX1 inh: inconclusive; NPSR antagonist: -25%; Tau fibril FP: 4%; TRb-SRC2 inh: 3%; GLA spleen mod: inconclusive

Results for CCOC(=O)CCSCC(=O)N1N=C(c2cccs2)CC1c1ccc(C)cc1 (stereo not given) ?
TexasRed fluor: -2%; Epigenetic derep: 0.0%; Tau fluor cs: -19%; CBFb-RUNX1 inh: 1%; NPSR antagonist: -35%; Tau fibril FP: 1%; TRb-SRC2 inh: 4%; GLA spleen mod: 3%

Results for CN(C)CCOc1ccccc1C(C)(C)C ?
TexasRed fluor: -3%; Epigenetic derep: 0.0%; Tau fluor cs: 0%; CBFb-RUNX1 inh: 4%; NPSR antagonist: 8%[46.1 µM]; Tau fibril FP: 4%; TRb-SRC2 inh: -22%; GLA spleen mod: 7%

Results for O=C(NCc1cccnc1)c1ccc(Cn2c(=S)[nH]c3ccc(Br)cc3c2=O)cc1 ?
TexasRed fluor: -1%; Epigenetic derep: inconclusive; Tau fluor cs: -14%; CBFb-RUNX1 inh: -3%; NPSR antagonist: -59%; Tau fibril FP: inconclusive; TRb-SRC2 inh: 5%; GLA spleen mod: -6%

How did CC(C(=O)Nc1ncn[nH]1)N1C(=O)c2ccccc2C1=O (stereo not given) do in these assays?
TexasRed fluor: 1%; Epigenetic derep: -1.0%; Tau fluor cs: 3%; CBFb-RUNX1 inh: -14%; NPSR antagonist: -3%[46.1 µM]; Tau fibril FP: 1%; TRb-SRC2 inh: -18%; GLA spleen mod: -3%

What do the screens show for `Cc1[nH]c2ccccc2c1C(C[N+](=O)[O-])c1cccs1` (stereo not given)?
TexasRed fluor: 0%; Epigenetic derep: 3.3%; Tau fluor cs: inconclusive; CBFb-RUNX1 inh: -5%; NPSR antagonist: inconclusive; Tau fibril FP: 13%; TRb-SRC2 inh: 8%; GLA spleen mod: 10%

How did CC(C)c1nnc(NC(=O)CCC(=O)N2CCN(C3c4ccccc4-c4ccccc43)CC2)s1 do in these assays?
TexasRed fluor: 3%; Epigenetic derep: 0.0%; Tau fluor cs: -6%; CBFb-RUNX1 inh: 3%; NPSR antagonist: 1%; Tau fibril FP: 14%; TRb-SRC2 inh: -1%; GLA spleen mod: -12%

How did COC(=O)[C@@]1(Cc2ccc(OC)cc2)[C@H]2c3cc(C(=O)N4CCCC4)n(CCc4c[nH]c5ccc(OC)cc45)c3C[C@H]2CN1C(=O)c1ccccc1 do in these assays?
TexasRed fluor: -1%; Epigenetic derep: 1.5%; Tau fluor cs: -27%; CBFb-RUNX1 inh: inconclusive; Tau fibril FP: 7%; TRb-SRC2 inh: 4%; GLA spleen mod: -2%

What do the screens show for `O=C(Cn1c(-c2cccs2)cc2cc(F)ccc21)N1CCN(c2cccc(Cl)c2)CC1`?
TexasRed fluor: -19%; Epigenetic derep: -0.2%; Tau fluor cs: -15%; Tau fibril FP: -7%; TRb-SRC2 inh: -1%

Results for COc1cc(NC(=O)C(C)Oc2ccccc2)c(C(=O)O)cc1OC (stereo not given) ?
TexasRed fluor: -2%; Epigenetic derep: -1.1%; Tau fluor cs: -1%; CBFb-RUNX1 inh: 9%; NPSR antagonist: -18%[46.1 µM]; Tau fibril FP: -1%; TRb-SRC2 inh: -12%; GLA spleen mod: -1%

What do the screens show for `Cc1nc(N2CCN(C)CC2)c2c(C)c(C(=O)Nc3ccc(F)cc3)sc2n1`?
TexasRed fluor: -6%; Epigenetic derep: 0.0%; Tau fluor cs: -6%; CBFb-RUNX1 inh: -3%; NPSR antagonist: -19%[46.1 µM]; Tau fibril FP: 1%; TRb-SRC2 inh: -7%; GLA spleen mod: -3%

Results for CCc1nnc(NC(=O)Cc2cc(OC)c(OC)c(OC)c2)s1 ?
TexasRed fluor: -1%; Epigenetic derep: 0.4%; Tau fluor cs: 8%; CBFb-RUNX1 inh: 5%; NPSR antagonist: 4%; Tau fibril FP: 9%; TRb-SRC2 inh: -2%; GLA spleen mod: 0%

How did CCOC(=O)C(NCCc1ccccc1F)(NC(C)=O)C(F)(F)F (stereo not given) do in these assays?
TexasRed fluor: -21%; Epigenetic derep: 0.3%; Tau fluor cs: 4%; CBFb-RUNX1 inh: 3%; NPSR antagonist: -10%[46.1 µM]; Tau fibril FP: 0%; TRb-SRC2 inh: 6%; GLA spleen mod: 0%

Results for O=C(OCc1ccccc1)c1cccc(-c2nnn(Cc3ccccc3)n2)c1 ?
TexasRed fluor: 0%; Epigenetic derep: -5.5%; Tau fluor cs: -17%; CBFb-RUNX1 inh: inconclusive; NPSR antagonist: -25%[46.1 µM]; Tau fibril FP: -10%; TRb-SRC2 inh: 7%; GLA spleen mod: 3%

How did COc1ncnc(OC)c1NC(=O)c1ccc(F)cc1 do in these assays?
TexasRed fluor: -1%; Epigenetic derep: 1.0%; Tau fluor cs: -9%; CBFb-RUNX1 inh: 6%; NPSR antagonist: 2%[46.1 µM]; Tau fibril FP: -3%; TRb-SRC2 inh: -21%; GLA spleen mod: -5%

How did COc1ccccc1NC(=O)COc1ccc(/C=N/NC(=O)CSCc2cc(C)cc(C)c2)cc1 do in these assays?
TexasRed fluor: 0%; Epigenetic derep: 0.3%; Tau fluor cs: -26%; CBFb-RUNX1 inh: 4%; NPSR antagonist: 6%; Tau fibril FP: -18%; TRb-SRC2 inh: -3%; GLA spleen mod: -8%

Results for CC(C)(C)NC(=O)c1oc2ccccc2c1NC(=O)c1ccccc1F ?
TexasRed fluor: 0%; Epigenetic derep: 1.3%; Tau fluor cs: -27%; Tau fibril FP: -15%; TRb-SRC2 inh: 0%

How did O=C(CSc1ccc(-c2cccc([N+](=O)[O-])c2)nn1)NC1CCCC1 do in these assays?
TexasRed fluor: -1%; Epigenetic derep: 1.3%; Tau fluor cs: 1%; CBFb-RUNX1 inh: 6%; NPSR antagonist: -5%; Tau fibril FP: 8%; TRb-SRC2 inh: 6%; GLA spleen mod: 6%

How did CCOc1ccc(NC(=O)N(C(C)C)C2CCN(C(C)=O)CC2)cc1 do in these assays?
TexasRed fluor: 0%; Epigenetic derep: 1.8%; Tau fluor cs: -7%; Tau fibril FP: -3%; TRb-SRC2 inh: -3%

Results for CCOc1ccccc1NS(=O)(=O)c1c(C(=O)OC)sc2cccc(F)c12 ?
TexasRed fluor: inconclusive; Epigenetic derep: 0.8%; Tau fluor cs: -26%; Tau fibril FP: -10%; TRb-SRC2 inh: -4%

How did O=C(CCC1CCCC1)Nc1ccon1 do in these assays?
TexasRed fluor: -3%; Epigenetic derep: 0.0%; Tau fluor cs: -4%; CBFb-RUNX1 inh: 1%; NPSR antagonist: -6%[46.1 µM]; Tau fibril FP: 0%; TRb-SRC2 inh: 5%; GLA spleen mod: -8%

What do the screens show for `C=CCc1cccc(/C=N/n2c(C)nnc2C)c1O`?
TexasRed fluor: 2%; Epigenetic derep: -0.9%; Tau fluor cs: 0%; CBFb-RUNX1 inh: -2%; NPSR antagonist: 0%[46.1 µM]; Tau fibril FP: 2%; TRb-SRC2 inh: 2%; GLA spleen mod: -4%

Results for CCCCn1c(CN2CCN(c3cccc(Cl)c3)CC2)nc2c1c(=O)n(C)c(=O)n2C ?
TexasRed fluor: 0%; Epigenetic derep: 2.9%; Tau fluor cs: -8%; CBFb-RUNX1 inh: 2%; NPSR antagonist: 7%[46.1 µM]; Tau fibril FP: 4%; TRb-SRC2 inh: -30%; GLA spleen mod: 35µM*

What do the screens show for `COc1ccc(S(=O)(=O)N(CC(=O)N2CCN(C)CC2)c2ccc(C)cc2)cc1OC`?
TexasRed fluor: 2%; Epigenetic derep: -1.0%; Tau fluor cs: -11%; CBFb-RUNX1 inh: -3%; NPSR antagonist: 4%[46.1 µM]; Tau fibril FP: -5%; TRb-SRC2 inh: 7%; GLA spleen mod: 6%

How did CCn1c(CSc2nc3ccccc3s2)nnc1SCC(=O)c1ccc(O)cc1O do in these assays?
TexasRed fluor: 0%; Epigenetic derep: -2.0%; Tau fluor cs: -17%; CBFb-RUNX1 inh: 1%; NPSR antagonist: -18%[46.1 µM]; Tau fibril FP: -4%; TRb-SRC2 inh: -1%; GLA spleen mod: -1%

Results for CC(C)(C)C(=O)CSc1nnc(-c2cccs2)n1CC1CCCO1 (stereo not given) ?
TexasRed fluor: 0%; Epigenetic derep: 4.0%; Tau fluor cs: -5%; CBFb-RUNX1 inh: -4%; NPSR antagonist: -17%[46.1 µM]; Tau fibril FP: -4%; TRb-SRC2 inh: -6%; GLA spleen mod: -6%

How did CCOC(=O)c1ccc(NC(=O)CSc2nnc(C3CC3)n2C)cc1 do in these assays?
TexasRed fluor: 0%; Epigenetic derep: -1.2%; Tau fluor cs: -1%; CBFb-RUNX1 inh: -2%; NPSR antagonist: -20%[46.1 µM]; Tau fibril FP: 0%; TRb-SRC2 inh: -18%; GLA spleen mod: 1%
